# Screening data from PubChem BioAssay.
# RPL19A-GFP yeast: RPL19A-GFP expression modulators in yeast, primary screen, cell-based, S. cerevisiae, multiplex flow cytometry, MLPCN; 330,000 compounds, 0.3% hits; percent response vs DMSO, % at 10 µM; S. cerevisiae RPL19A-GFP strain, 3 h; hits give low values; AID 2025, 2009;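 active means percent response vs DMSO below 50%; inconclusive means fewer than 70 events counted for the yeast strain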;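 further: median channel GFP fluorescence of the barcoded RPL19A-GFP strain; ratio of sample median GFP to plate DMSO average so 100% = DMSO; lower means less RPL19A-GFP as with rapamycin TOR inhibition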
# CIT2-GFP yeast: modulators of CIT2-GFP expression in yeast, primary screen, S. cerevisiae, GFP fusion, multiplex flow cytometry, MLPCN library. GFP response vs DMSO, % at 10 µM. S. cerevisiae CIT2-GFP strain, 3 h; 100 means same as DMSO wells. 320,000 compounds, 0.065% hits;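 active means GFP response relative to DMSO above a set limit, near the screen mean plus 3 SD, cut at about 150% in these data; inconclusive means Fewer than 70 cells measured for a yeast strain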;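 further: ratio of well median GFP fluorescence to mean of DMSO wells on the plate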
# LAP4 TOR yeast: modulators of LAP4-GFP expression in yeast, primary screen, S. cerevisiae, multiplex flow cytometry, MLPCN library | 3 h; median GFP as percent of DMSO wells | GFP response vs DMSO, % at 10 µM | 320,000 compounds, 0.34% hits;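 active means GFP response vs DMSO above a set limit, about the screen mean plus 3 SD, cut at about 150% in these data; inconclusive means under 70 cell events counted for the yeast strain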
# AHR activator: AHR activators, primary screen, cell-based, luminescence, luciferase reporter, human. activation, % at 5 µM. Aryl hydrocarbon receptor (Homo sapiens), P35869. AHR-responsive luciferase reporter cells. 320,000 compounds, 2.5% hits; in the data active means activation above about 47%;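 further: 0% = vehicle wells and 100% = reference agonist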
# Target sequence (P35869 whole entry, looked up): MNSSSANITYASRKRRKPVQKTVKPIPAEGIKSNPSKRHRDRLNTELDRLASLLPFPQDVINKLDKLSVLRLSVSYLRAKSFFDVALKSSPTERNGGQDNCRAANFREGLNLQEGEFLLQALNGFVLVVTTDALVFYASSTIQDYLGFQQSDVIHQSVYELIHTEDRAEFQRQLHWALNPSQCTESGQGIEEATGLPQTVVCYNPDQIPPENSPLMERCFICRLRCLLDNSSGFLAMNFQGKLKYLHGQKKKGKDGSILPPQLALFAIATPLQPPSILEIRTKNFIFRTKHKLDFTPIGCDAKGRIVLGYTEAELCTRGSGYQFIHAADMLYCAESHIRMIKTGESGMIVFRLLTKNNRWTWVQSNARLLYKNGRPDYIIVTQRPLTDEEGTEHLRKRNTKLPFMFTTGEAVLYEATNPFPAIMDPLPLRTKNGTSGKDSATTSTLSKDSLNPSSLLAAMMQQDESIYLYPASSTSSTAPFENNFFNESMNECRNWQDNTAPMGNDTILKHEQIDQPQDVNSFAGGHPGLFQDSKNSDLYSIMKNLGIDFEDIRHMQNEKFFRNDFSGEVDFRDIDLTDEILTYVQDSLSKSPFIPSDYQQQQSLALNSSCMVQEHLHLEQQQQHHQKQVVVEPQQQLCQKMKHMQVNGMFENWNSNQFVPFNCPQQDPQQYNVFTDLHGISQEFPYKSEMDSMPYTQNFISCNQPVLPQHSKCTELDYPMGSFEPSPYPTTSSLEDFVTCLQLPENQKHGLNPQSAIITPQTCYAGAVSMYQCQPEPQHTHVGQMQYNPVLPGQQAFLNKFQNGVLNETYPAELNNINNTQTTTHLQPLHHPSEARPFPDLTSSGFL
# MEP2-GFP yeast: modulators of MEP2-GFP levels in yeast, primary screen, S. cerevisiae, multiplex flow cytometry, MLPCN library | S. cerevisiae MEP2-GFP strain, 3 h; 100% = DMSO control level | GFP response vs DMSO, % at 10 µM | 330,000 compounds, 0.51% hits | AID 2016, 2009;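 active means GFP response versus DMSO above a set limit, roughly screen mean plus 3 SD, cut at about 180% in these data; inconclusive means fewer than 70 cells counted for a yeast strain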;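 further: median GFP fluorescence of the barcode-gated MEP2-GFP cells per well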
# AGP1-GFP MLPCN: modulators of AGP1-GFP expression in yeast TOR pathway, primary screen, cell-based, multiplex flow cytometry, S. cerevisiae, MLPCN library | 3 h; GFP as percent of DMSO wells | GFP response vs DMSO, % at 10 µM | 320,000 compounds, 0.02% hits | AID 2066, 2009;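 active means GFP response relative to DMSO above a set limit, near screen average plus 3 SD, cut at about 150% in these data; inconclusive means fewer than 70 cells counted for the yeast strain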;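 further: median GFP channel fluorescence of the gated AGP1 strain per well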
# CR mimetic SO: reduction of superoxide in aged yeast, primary screen, HTS | S. cerevisiae aged cells, superoxide DHE fluorescence; hits give low values | superoxide response (% of plate mean), % at 10 µM | 330,000 compounds, 0.18% hits | AID 2690, 2010;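 active means superoxide response under a set limit, about three screen SD below normal, cut at about 65% in these data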;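 further: yeast aged for seven days with compound at 30 °C before DHE staining; 100% = average MFI of all compound-treated wells on the plate with controls excluded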
# Efflux pump mplx: inhibitors of Candida efflux pumps in yeast, primary screen, S. cerevisiae, Nile Red, multiplex; inhibition, % at 10 µM; 330,000 compounds, 0.44% hits; S. cerevisiae Candida pump triplex; AID 485275, 2010;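 active means plate passing quality check with inhibition over a set limit, or well fluorescence over plate mean plus 4 SD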;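 further: Nile Red retained in pooled yeast measured as flow cytometry median fluorescence; 0% = buffer negative control and 100% = Enniatin B positive control; higher means more Nile Red kept so more efflux inhibition; some compounds called inactive have numbers as strong as hits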
# Numbers without * were called inactive; ? = inconclusive; · = not tested or not shown; [ ] = remark or other dose.
SMILES,AHR activator,RPL19A-GFP yeast,CR mimetic SO,AGP1-GFP MLPCN,Efflux pump mplx,LAP4 TOR yeast,CIT2-GFP yeast,MEP2-GFP yeast
COc1ccc(-n2cnnc2SCC(=O)c2cc(C)n(Cc3cccs3)c2C)cc1,3,95,92,104,-0.1,99,101,112
CC(=C/c1ccc(C(C)C)cc1)/C=N/NC(=O)Cn1nc(C)cc1C,5,103,92,100,-0.2,94,103,108
O=C(NCCNC(=O)c1ccccc1Cl)c1ccco1,-1,108,95,106,-0.1,97,103,102
CCOc1ccc(NC(=O)Nc2cccc(C)n2)cc1,80*,102,78,104,-0.1,101,100,107
O=C(NC(=S)N1CCN(c2ccc([N+](=O)[O-])cc2)CC1)c1ccc(F)cc1,0,101,92,98,-0.2,101,95,98
CC(C)Cn1c(N)c(C(=O)COC(=O)c2cccn2C)c(=O)n(C)c1=O,-3,92,105,99,0.2,103,87,91
COc1ccc(-c2nc(CCl)cs2)cc1OC,14,99,91,96,-0.1,107,97,97
COc1cc(C(=O)N2CCC(O)(c3ccccc3)CC2)cc(OC)c1OC,0,104,103,104,0.1,90,99,105
Cc1ccc(-c2noc(N=O)c2NO)cc1,2,114,99,114,0.2,103,108,119
Cc1cccc(NC(=O)c2nc[nH]c2C(=O)Nc2cccc(C)c2)c1,13,101,85,112,0.1,98,101,102
CCc1c(C(=O)NCCc2cccc(C)c2)[nH]c(C)c1C(C)=O,1,102,78,104,0.0,105,106,109
O=C(O)c1cccc(NS(=O)(=O)c2ccc(NC(=O)c3ccco3)cc2)c1,0,84,101,87,-0.1,81,82,87
CN(c1ccc(O)cc1)S(=O)(=O)c1ccc2ccccc2c1,11,97,90,98,0.1,101,83,104
Cc1ccc(S(=O)(=O)N2CCN(c3ccccc3)CC2)s1,-1,102,101,101,0.1,108,95,105
O=C(COC(=O)c1cccc(Oc2ccccc2)c1)NCc1ccco1,4,96,94,92,-0.1,103,90,93
C[C@H](CO)N1C[C@H](C)[C@@H](CN(C)S(=O)(=O)c2ccc(F)cc2)Oc2ccc(NC(=O)CCN3CCOCC3)cc2C1=O,0,97,103,99,-0.2,108,107,107
C[C@H]1COC(=O)[C@@H](Cc2ccc(F)cc2)C/C=C\C[C@H](CC(=O)N(CCO)Cc2ccccc2)C(=O)N1,0,96,91,99,-0.1,106,94,103
CCc1cc2c(NCC3CCCO3)ncnc2s1 (configuration not stated),6,96,114,98,-0.1,97,96,91
COc1cccc(C(=O)Nc2cccnc2)c1OC,19,95,103,87,-0.1,87,96,94
O=C(Oc1cccc2cccnc12)c1cccc(-n2cnnn2)c1,3,101,146,103,0.1,102,94,105
O=C1c2ccccc2NC2(CCCCC2)N1N=C1CCCCC1,8,99,112,103,-0.1,104,103,98
CC(C)Cn1c(N)c(C(=O)COC(=O)c2cnc(Cl)c(Cl)c2)c(=O)n(C)c1=O,1,100,109,98,0.1,93,96,102
COc1ccccc1C(=O)Oc1ccc2ccc(=O)oc2c1,9,93,96,92,-0.1,101,100,109
N#CCN1C(=O)C(=O)N(Cc2cccc(Cl)c2)C1=O,2,98,85,96,-0.1,95,106,100
Cc1nc2c(-c3ccc(F)cc3)cnn2c2c1CCC2,71*,98,107,95,-0.1,110,100,106
CCOC(=O)c1nn(-c2ccccc2F)c(-c2ccccc2)c1C(=O)c1ccccc1,-1,103,111,95,0.1,104,100,106
COc1ccc(NC(=O)c2sccc2SCc2cccc(C(F)(F)F)c2)cc1,3,92,82,99,-0.1,92,93,98
COc1ccc(C2(O)C(=O)Nc3ccccc32)cc1 (configuration not stated),-1,99,133,98,-0.1,95,99,100
O=C(N/N=C/c1cccnc1)c1ccccc1,8,110,100,103,0.1,96,104,91
CC(=O)c1cc(-c2ccccc2)n(CCC(=O)NC2CCCC2)c1C,5,92,89,89,-0.2,84,93,85
Cc1ccc(C(OC(=O)c2ccco2)C(=O)NC2CCCCC2)cc1 (configuration not stated),-1,100,87,112,0.0,103,97,102
O=C(CN1C(=O)CSc2ncccc21)Nc1ccccc1F,-2,95,84,101,0.1,94,101,96
O=C(O)CSCC(=O)N1CCN(S(=O)(=O)c2ccccc2)CC1,1,95,106,93,0.0,93,94,93
CCN(C(=O)COC(=O)CCNS(=O)(=O)c1ccccc1F)c1c(N)n(Cc2ccccc2)c(=O)[nH]c1=O,-1,98,91,98,-0.4,96,99,99
O=C(Nc1ccnn1C1CCN(Cc2cccc(OCCO)c2)CC1)C1CC1,-3,100,105,98,-0.1,97,95,105
COc1cc(CNCCNC(=O)c2nonc2N)ccc1OCc1ccc(Cl)nc1,3,109,103,104,-0.1,91,102,107
Cc1ccc(S(=O)(=O)N2CCN(S(=O)(=O)c3ccc(C)cc3)C2)cc1,2,?,120,?,0.3,?,?,?
CCc1ccc(-c2nc(CS(=O)CC(=O)NCc3cccnc3)c(C)o2)cc1 (configuration not stated),13,99,102,106,-0.1,107,102,99
CCN1C(=O)C(O)(CC(=O)c2ccc(-n3cccc3)cc2)c2ccccc21 (configuration not stated),3,98,103,108,-0.1,100,106,102
CCOC(=O)C1CCN(C(=O)COc2ccc(S(=O)(=O)N3CCOCC3)cc2C)CC1,-2,99[may fluoresce violet],86,16[may fluoresce violet],0.3,90[may fluoresce violet],?,129[may fluoresce violet]
COc1ccc(N2CCN(C(=O)CSc3nc4[nH]ncc4c(=O)n3-c3cccc4ccccc34)CC2)cc1,3,98,97,96,-0.1,91,95,101
CCCN(CC(=O)Nc1ccccc1OC)C(C)C(=O)NC(C)CCc1ccccc1 (configuration not stated),4,102,107,93,0.0,92,90,104
CC(NC(=O)COC(=O)c1ccc(OCC2CCCO2)cc1)c1ccccc1Cl (configuration not stated),1,115,93,116,-0.1,114,118,109
COc1cc(OC)c(OC)cc1CN(C)C(c1ccccc1)c1nnnn1-c1ccccc1C (configuration not stated),13,93,113,82,0.5,87,84,92
CCOc1ccc(-n2cc(-c3ccccc3)c3c(=S)nc[nH]c32)cc1,28,103,132,103,0.0,86,122,99
CCO/C=C1/C(=O)N(C)C(=O)c2cc(OC)ccc21,6,105,104,97,-0.1,110,113,111
COc1cccc(C2C(C(=O)c3cccs3)=C(O)C(=O)N2CCN2CCOCC2)c1 (configuration not stated),-1,98,95,104,-0.1,120,100,111
CC(=O)c1cccc(N(CC(=O)Nc2ccccc2F)S(C)(=O)=O)c1,2,97,92,99,0.4,101,88,91
CCC(C)C(=O)Nc1nnc(SCC(=O)NC2CCCCC2)s1 (configuration not stated),-1,102,93,101,0.7,93,103,108
O=C(NC(=S)N(CC1CCC1)CC1CCCO1)c1cccc([N+](=O)[O-])c1 (configuration not stated),2,101,88,105,0.0,115,104,103

# Carrying on:
SMILES,AHR activator,RPL19A-GFP yeast,CR mimetic SO,AGP1-GFP MLPCN,Efflux pump mplx,LAP4 TOR yeast,CIT2-GFP yeast,MEP2-GFP yeast
O=C(CN1C(=O)c2ccccc2S1(=O)=O)N1CCc2ccccc2C1,3,98,81,111,-0.1,112,113,101
O=C(c1ccc(Cl)cc1)N1CCCCC(Cl)C1=O (configuration not stated),-3,101,87,102,0.0,96,93,91
OCCNCCCCOc1ccc(F)cc1,-1,97,90,100,-0.1,101,107,100
C#CCn1cc(/C=N/NC(=O)COc2cccc3cccnc23)c2ccccc21,103*,100,101,93,0.2,103,95,106
CCc1c(C)nc2c(C#N)c(C)[nH]n2c1=O,2,95,84,83,-0.1,92,117,99
COc1cccc(-c2csc(N3CCN(Cc4ccccc4)CC3)n2)c1,4,·,81,92,0.2,96,95,94
O=C(NCC1CC1)c1onc(CSc2ccccc2)c1C(=O)NCC1CC1,6,96,104,82,-0.1,103,94,88
CCN(CC(=O)NC1CCS(=O)(=O)C1)S(=O)(=O)c1cc(C)ccc1C (configuration not stated),0,96,104,107,-0.1,103,103,97
Cc1ccc(C(=O)C2=C(O)C(=O)N(Cc3ccco3)C2c2cccc(Br)c2)o1 (configuration not stated),6,101,87,93,0.3,95,103,104
CC(C)C(C(=O)OCC(=O)c1ccc2c(c1)NC(=O)CO2)N1C(=O)c2ccccc2C1=O (configuration not stated),2,102,94,·,0.3,98,94,101
CC(=O)c1ccc(NC(=O)Cn2nc(C)cc2C)cc1,2,100,99,107,-0.1,96,104,102
CSc1ccc(S(=O)(=O)N2CCCC2)cc1,0,99,98,97,-0.1,97,96,100
Cc1onc(-c2ccccc2)c1C(=O)OCCOc1ccc([N+](=O)[O-])cc1[N+](=O)[O-],1,105,102,96,-0.7,101,100,103
CC(C)(C)OC(=O)NCCC(=O)Oc1ccc2ccc(=O)oc2c1,-5,99,99,98,-0.1,98,99,89
CC(C)O/N=C1\C(=O)N(c2ccccc2)c2ccccc21,-3,100,95,99,0.1,104,96,95
COc1ccc(Cn2nnnc2C(c2ccc(N(C)C)cc2)N2CCC(C)CC2)cc1 (configuration not stated),2,96,99,97,-0.1,93,98,92
COc1ccc(C2SCC(=O)N2c2ccc(C)cc2)cc1 (configuration not stated),·,99,100,98,0.0,98,104,107
Cc1cc(C)nc(N2CCCC(C(=O)Nc3ccc4c(c3)OCO4)C2)n1 (configuration not stated),49*,98,86,93,0.5,100,94,96
O=C(NCC1CCCCC1)c1cc(S(=O)(=O)N2CCCCC2)ccc1N1CCOCC1,0,96,82,90,-0.1,93,100,96
CC1CCCCN1S(=O)(=O)c1ccc2[nH]c(=O)cc(C(=O)NCCCN3CCCCCC3)c2c1 (configuration not stated),-3,96,85,91,-0.5,87,97,103
O=C(O)CCCNC(=O)/C(=C\c1ccc(Cl)cc1)NC(=O)c1ccc(Br)cc1,-2,95,102,96,0.1,96,96,98
CN(CC(=O)Nc1cccc(F)c1)C(=O)CN1C(=O)C2CCCCC2C1=O (configuration not stated),0,97,89,102,-0.1,106,100,101
CCN1CCN(C(=O)c2c(-c3ccccc3)noc2C)CC1,-1,98,101,97,0.0,103,104,110
CCN1/C(=C/c2ccc3ccccc3[n+]2CC)C=Cc2ccccc21,-9,103,109,·,0.2,127,118,137
O=C1CCN(CCc2ccccc2)CCN1[C@H](CSc1ccccc1)c1ccccc1,11,92,109,74,0.0,134,67,90
COc1cc(C(=O)NC(=S)N(C)Cc2ccccc2)cc(OC)c1OC,3,87,103,101,0.0,97,·,116
O=C(O)C1C(c2ccccc2)C(C(=O)OCCCO)C1c1ccccc1 (configuration not stated),-3,103,107,104,-0.1,100,105,101
Cc1ccccc1-c1nc(S(=O)(=O)c2ccccc2)c(N2CCCC2)o1,0,100,99,107,-0.2,103,101,96
Cc1ccc(NC(=S)Nc2ccc(S(=O)(=O)N3CCOCC3)cc2)cc1S(=O)(=O)N1CCOCC1,1,98,97,103,-0.4,100,·,102
